Screening data: PubChem, The Scripps Research Institute Molecular Screening Center
M4 ag = human M4 muscarinic receptor agonists, primary screen, CHO-K1 cells, Fluo-8 calcium fluorescence | Muscarinic acetylcholine receptor M4 (Homo sapiens), P08173 | AID 624127, 2012 | activation, % at 3 µM | 360,000 compounds, 0.14% hits | CHO-K1 hM4/Gqi5; vehicle 0%, full acetylcholine response 100%;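 active = activation above the run mean over all test wells plus 3 SD, cut at about 32% in these data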;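 also: peak over basal fluorescence ratio per well then scaled between controls; 0% = DMSO wells and 100% = acetylcholine at EC100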
Target sequence (P08173 whole entry, looked up): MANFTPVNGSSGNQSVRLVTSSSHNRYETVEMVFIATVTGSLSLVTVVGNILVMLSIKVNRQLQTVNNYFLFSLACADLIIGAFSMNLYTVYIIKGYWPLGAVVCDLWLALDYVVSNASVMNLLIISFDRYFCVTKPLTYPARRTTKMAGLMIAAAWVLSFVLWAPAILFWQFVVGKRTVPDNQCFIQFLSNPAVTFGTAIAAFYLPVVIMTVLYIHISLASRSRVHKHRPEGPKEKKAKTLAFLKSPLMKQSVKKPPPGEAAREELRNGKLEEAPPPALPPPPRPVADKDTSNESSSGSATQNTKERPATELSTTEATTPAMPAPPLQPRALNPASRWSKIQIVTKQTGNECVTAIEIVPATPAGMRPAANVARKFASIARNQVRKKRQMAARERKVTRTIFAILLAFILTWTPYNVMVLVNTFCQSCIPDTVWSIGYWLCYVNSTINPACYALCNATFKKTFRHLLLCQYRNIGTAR
CHO-K1 Ca ag = counter-screen for M1 agonists: effect in parental CHO-K1 cells. Fluo-8 calcium fluorescence; scaled to maximal ATP response, vehicle zero. activation, % at 3 µM. 360,000 compounds, 0.48% hits. AID 602248, 2012; in the data active = activation above about 15%;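 also: untransfected CHO-K1 host cells lacking M1 receptor as counterscreen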
CHO parental Ca = ATP-evoked calcium signal inhibitors, parental CHO, primary screen, counter-screen for OX1R antagonist project, cell-based, fluorescence, Fluo-8 calcium dye; inhibition, % at 5.6 µM; 330,000 compounds, 0.63% hits; parental CHO-K1, ATP-induced calcium, Fluo-8 fluorescence;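 active = inhibition above that plate's mean sample inhibition plus 3 SD, cut at about 26% in these data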;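 also: 0% = ATP-challenged DMSO wells and 100% = DMSO wells without ATP; some compounds past the cut are filed as inactive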
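Material – parental CHO cells · Reagent – ATP stimulus · Compound – single nominal dose of 5.6 µM per compound · Detection – Fluo-8 fluorescence · Read-out basis – percent inhibition of calcium signal · Controls – ATP-challenged DMSO wells low, unchallenged DMSO wells high · Repeats – no replicates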
CHRM1 antagonist = human M1 muscarinic receptor antagonists, primary screen, CHO-K1 cells, Fluo-8 calcium fluorescence, 1536-well | Muscarinic acetylcholine receptor M1 (Homo sapiens), P11229 | CHO-K1 hM1, ACh EC80 antagonist | inhibition, % at 3 µM | 360,000 compounds, 1.3% hits;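 active = percent inhibition above its own plate's cutoff, namely the mean of that plate's compound wells plus 3 SD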;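 also: peak over basal fluorescence ratio during 140 s after agonist addition; 0% = ACh EC80 plus DMSO and 100% = DMSO alone without agonist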
Target sequence (P11229 whole entry, looked up): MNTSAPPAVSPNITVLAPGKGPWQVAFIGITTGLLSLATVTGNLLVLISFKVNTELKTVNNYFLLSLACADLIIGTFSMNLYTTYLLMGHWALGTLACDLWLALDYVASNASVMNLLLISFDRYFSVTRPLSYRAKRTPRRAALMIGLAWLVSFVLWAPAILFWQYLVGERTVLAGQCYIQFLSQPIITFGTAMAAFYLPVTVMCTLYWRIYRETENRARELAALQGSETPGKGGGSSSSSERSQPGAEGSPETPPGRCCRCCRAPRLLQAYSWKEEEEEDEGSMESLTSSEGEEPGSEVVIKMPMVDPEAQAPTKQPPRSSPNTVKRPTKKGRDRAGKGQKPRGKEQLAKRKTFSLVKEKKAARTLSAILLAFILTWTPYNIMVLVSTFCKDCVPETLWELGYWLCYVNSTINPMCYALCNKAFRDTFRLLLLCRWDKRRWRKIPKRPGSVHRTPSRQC
CHRM1 PAM = human M1 muscarinic receptor positive allosteric modulators, primary screen, CHO-K1 cells, Fluo-8 calcium fluorescence, 1536-well; Muscarinic acetylcholine receptor M1 (Homo sapiens), P11229; activation, % at 3 µM; AID 588819, 2011; 360,000 compounds, 0.088% hits; CHO-K1 hM1, ACh EC20; 0% = ACh EC20, 100% = maximal ACh; in the data active = activation above about 19%, passing the limit was not always enough
CHO-K1 Ca antag = counter-screen for M1 antagonists: effect in parental CHO-K1 cells. ATP-induced calcium, Fluo-8 fluorescence. inhibition, % at 3 µM. 360,000 compounds, 0.6% hits. AID 602250;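 active = inhibition above a per-plate cutoff, the plate's mean sample inhibition plus 3 SD, cut at about 24% in these data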;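 also: 0% = DMSO plus EC80 ATP and 100% = DMSO alone without ATP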
OXTR potentiator = human OXTR potentiators, primary screen, fluorescence, CHO-OTR cells, Fluo-8 calcium; Fluo-8 calcium fluorescence, potentiator mode; 0% = oxytocin EC15, 100% = EC100; activation, % at 3 µM; 320,000 compounds, 0.061% hits;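 active = activation above that plate's cutoff, the mean activation of tested compounds plus 3 SD, cut at about 6.6% in these data, passing the limit was not always enough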;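 also: 100% uses oxytocin at 75 nM as the full agonist control; some results filed as inactive read as strong as hits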
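Dosing: Single dose, 3.0 µM nominal final compound concentration | Material: Human OTR in CHO cells | Technique: Kinetic Fluo-8 calcium fluorescence | Benchmarks: EC15 oxytocin alone as 0%, 75 nM oxytocin as 100% | Probe or stimulus: Oxytocin at about EC15, sub-maximal agonist stimulus | Incubation: Compound 6 min at room temperature before oxytocin, 100 s read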
M1 ag = human M1 muscarinic receptor agonists, primary screen, Fluo-8 calcium fluorescence, CHO-K1 cells, HTS; CHO-K1 hM1, agonist mode; 0% DMSO, 100% acetylcholine EC100; 360,000 compounds, 0.33% hits; AID 588814, 2011; activation, % at 3 µM;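 active = activation above the run's mean compound activation plus 3 SD, cut at about 16% in these data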;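 also: peak over basal fluorescence ratio within a 140 s kinetic read after compound addition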
CHRM4 antagonist = human M4 muscarinic receptor antagonists, primary screen, CHO cells, Fluo-8 calcium fluorescence | Muscarinic acetylcholine receptor M4 (Homo sapiens), P08173 | CHO-hM4 cells, ACh EC80 | inhibition, % at 3 µM | 360,000 compounds, 0.73% hits | AID 624125, 2012;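 active = inhibition above its plate's cutoff, the mean inhibition of sample wells plus 3 SD, cut at about 27% in these data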;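 also: 0% = acetylcholine EC80 with DMSO and 100% = DMSO without agonist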
* marks the source's active call; other numbers are inactive results; / = no result given.

SMILES	M4 ag	CHO-K1 Ca ag	CHO parental Ca	CHRM1 antagonist	CHRM1 PAM	CHO-K1 Ca antag	OXTR potentiator	M1 ag	CHRM4 antagonist
COc1ccc(CNC(=O)C(c2ccncc2)N(C(=O)Cc2cccs2)c2cccc(C)c2)cc1 (stereo not given)	3.1	0.4	-26.3	-26.7	2.2	-27.8	-6.9	-4.1	-0.2
Cc1cc(Cl)ccc1N(CC(=O)N(C)Cc1ccccc1)S(C)(=O)=O	0.5	0.1	/	0.8	3.1	-1.1	/	-6.2	8.2
Cc1nccn1C(c1ccccc1)c1ccccc1	0.3	1.4	-21.8	23.1	-16.3	-2.8	8.9	-6.8	4.8
Cc1ccc(S(=O)(=O)Cn2nnnc2C(C(C)C)N2CCN(Cc3ccco3)CC2)cc1 (stereo not given)	1.1	0.1	-30.8	-6.3	2.1	-13.0	-1.8	-6.0	-5.2
CCCN(CC(=O)Nc1ccccc1C)C(=O)c1ccc2ccccc2n1	4.2	0.2	-28.2	-2.4	4.3	1.0	4.4	-6.0	-18.4
COc1ccc(S(=O)(=O)N2CCSC2)cc1C	0.8	0.3	-13.9	-5.5	3.8	-11.0	-2.7	-12.6	-5.3
NC(=O)c1cc(NC(=O)CCNS(=O)(=O)c2cccc(C(F)(F)F)c2)cc(C(N)=O)c1	1.6	0.1	-14.3	-19.7	11.3	1.4	-8.2	-1.0	-17.4
CC(C)(C)CC(C)(C)c1ccc(O)c(Cc2ccc(Cl)cc2Cl)c1	0.7	0.1	/	-28.0	0.4	-10.5	/	-0.4	-11.4
COc1ccc(Cn2ccnc2SCC(=O)NC2CCCCC2)cc1	1.9	0.7	-9.4	4.4	16.5	10.5	-5.9	10.0	-4.8
Cc1c(/C=N/NC(=O)c2cccs2)c2ccccc2n1Cc1ccccc1Cl	-0.3	-0.3	-3.1	-23.2	6.2	-18.4	5.3	-2.8	-11.1
COc1cc(OC)cc(C(=O)Nc2ccc(-n3cnnn3)c(C)c2)c1	2.8	0.5	-6.0	9.0	-4.9	-8.1	2.0	-4.3	3.0
O=C(Nc1ccccc1)c1ccc(=O)n(Cc2ccc(F)c(F)c2)c1	4.0	3.8	-3.9	-9.4	10.4	-2.7	-8.6	-2.7	4.2
Nc1nc(Nc2ccc(Cl)cc2)n[nH]1	1.4	0.8	1.1	-6.2	5.9	-3.1	-10.3	-0.4	1.6
O=C(c1cccs1)N1C[C@H](O)[C@@H](n2cc(C3CC3)nn2)C[C@@H]1c1ccccc1	4.2	1.4	/	-4.9	3.0	-11.6	/	-4.8	-23.6
CCNC(=O)Cc1ccc(Br)cc1	0.0	0.1	-6.2	-3.8	4.1	-3.8	-7.9	-2.3	4.4
Oc1ccc(Br)cc1/C=N/n1cnc2ccccc21	0.7	0.9	2.5	4.9	2.6	-34.4	-0.2	0.9	-7.0
O=C(N/N=C\c1ccc(Cl)s1)c1cccs1	-0.3	0.1	-12.0	-13.8	1.7	-7.0	-6.4	-2.9	-0.8
CCC(C)Sc1nnc(NC(=O)c2ccco2)s1 (stereo not given)	1.8	0.6	-0.9	-17.8	10.2	9.8	-12.3	-1.0	0.0
Cc1ccc(NC(=O)N2CCc3ccccc3C2)cc1C	0.4	1.1	/	-6.5	4.5	-9.3	/	-5.8	-8.1
COc1ccc(/C(O)=C/c2nc3ccccc3n(-c3ccccc3)c2=O)cc1	0.3	1.1	-10.2	-1.7	3.5	0.8	-21.7	-3.1	3.1
Cc1ccnc2nc(C(=O)OCC(=O)NCc3cccc(Cl)c3)nn12	0.5	1.0	-12.9	-14.7	14.9	-13.2	-5.4	-1.2	-8.7
CN(C(=O)N1CCN(c2ccccn2)CC1)c1ccccc1	1.3	0.1	-9.8	-17.4	1.4	-2.2	2.5	-6.0	1.9
CCCN1CCN(CCCNC(=O)C2CCCN(c3nc4ccc(OCC)cc4s3)C2)CC1 (stereo not given)	5.2	-0.7	-19.5	0.9	-2.7	1.6	-11.2	-9.4	-1.9
CN(CC(=O)Nc1cccc(F)c1)C(=O)c1ccc2c(c1)CC(c1ccccc1)OC2=O (stereo not given)	23.7	8.3	/	9.2	-1.5	18.9	/	1.1	-2.2

Some entries already given with just CHO parental Ca and CHRM4 antagonist:
canonical_smiles,CHO parental Ca,CHRM4 antagonist
CN(C(=O)N1CCN(c2ccccn2)CC1)c1ccccc1,-9.8,1.9
CCCN1CCN(CCCNC(=O)C2CCCN(c3nc4ccc(OCC)cc4s3)C2)CC1 (stereo not given),-19.5,-1.9

(continued)
SMILES	M4 ag	CHO-K1 Ca ag	CHO parental Ca	CHRM1 antagonist	CHRM1 PAM	CHO-K1 Ca antag	OXTR potentiator	M1 ag	CHRM4 antagonist
O=C(Cn1cnc2c(nnn2Cc2ccc(Cl)cc2)c1=O)N1CCN(c2ccccc2)CC1	11.1	5.6	-10.1	-2.7	-1.7	14.2	-6.5	-4.4	-5.3
CC(NC(=O)C[n+]1cccc(Br)c1)c1ccccc1 (stereo not given)	-0.5	-0.2	-1.0	-1.9	2.9	-1.5	-4.7	-10.0	4.4
C/C(=N/N1CCN(c2ccccc2)CC1)c1cccc([N+](=O)[O-])c1	0.3	0.9	-5.1	7.6	-8.9	-0.9	-10.1	-6.3	1.7
O=C(O)CSCC(=O)Nc1ccc(Br)c(C(F)(F)F)c1	0.4	0.5	-3.6	-26.0	24.3	-0.4	5.5	6.2	3.9
O=[N+]([O-])c1ccccc1S(=O)(=O)NCc1ccco1	1.2	2.1	-7.9	3.8	-1.2	3.5	-9.0	-6.9	-3.3
COC(=O)C1CSC2c3ccccc3C(=O)N12 (stereo not given)	0.7	1.6	-11.4	-10.0	6.5	-11.4	-5.3	-3.8	-5.3
CC(C(=O)Nc1ccc(S(=O)(=O)N2CCCC2)cc1)N1CCCC(C(N)=O)C1 (stereo not given)	0.2	0.4	/	38.4*	-16.8	7.4	/	-7.2	3.2
CCCCC[C@@H]1CCCCC[C@H](O)C[C@H](O)[C@@H](O)/C=C/C(=O)O1	2.2	4.1	/	/	/	-18.8	/	/	-0.6
Cc1c(O)nc2ccccn2c1=O	0.8	-0.1	-0.7	-6.8	11.6	-11.1	-1.2	-2.2	-0.4
CC1CCN(C(=O)C2CCC(CNS(=O)(=O)c3ccc4c(c3)C(C)(C)C(=O)N4C)CC2)CC1 (stereo not given)	0.0	-0.5	/	-6.5	1.6	-10.3	/	-1.9	-1.0
CC1CCN(C(=O)c2ccc(NS(=O)(=O)c3cccc4cccnc34)cc2)CC1	3.0	1.8	-7.7	-22.1	18.0	-15.2	-5.3	0.1	-2.6
CCCc1cc(=O)oc2cc(OCC(=O)NCCCn3ccnc3)ccc12	1.5	0.8	-11.0	-6.5	4.6	-19.7	-3.6	-5.2	-20.1
O=C(Nc1ccccc1N1CCN(C(=O)c2ccccc2)CC1)c1cc(Br)ccc1Cl	2.9	0.1	-19.2	14.4	0.4	25.9*	-9.8	-1.5	10.7
N#CC1=C(N)Oc2c(oc(CO)cc2=O)C1c1ccccc1[N+](=O)[O-] (stereo not given)	-0.1	0.6	-14.6	-1.5	0.2	-8.4	2.8	-3.1	11.0
COc1ccc(S(=O)(=O)NC(C)C(=O)Nc2ccc3c(c2)OCCO3)cc1OC (stereo not given)	0.4	0.1	-4.5	-6.0	5.2	-15.4	-4.8	-2.9	-4.9
COc1cccc(C(=O)NCCSCc2c(F)cccc2Cl)c1	5.7	1.2	-27.7	1.9	-4.1	-5.2	-10.5	-4.7	-12.4
O=C(O)C(Cc1c[nH]c2ccccc12)N1Cc2ccccc2C1=O (stereo not given)	2.3	-0.2	-4.4	3.2	1.7	13.7	-8.0	-3.6	-9.6
Cc1[nH]c2ccc(Br)cc2c(=O)c1CN1CCOCC1	1.3	0.0	-6.9	-15.6	13.8	-15.7	-5.4	-1.1	-15.5
O=c1[nH]c(=O)n(CCO)c2nnn(Cc3ccccc3)c12	0.3	0.2	-4.2	-5.6	-2.2	-6.1	-4.2	-3.1	3.9
COc1ccc2occ(C(=O)c3ccccc3)c2c1	-1.5	-0.2	-10.0	15.0	-6.7	0.6	6.6	-4.8	0.9
CC(C)(C)c1ccc(S(=O)(=O)O/N=C2/CCCCC2c2ccc([N+](=O)[O-])cc2[N+](=O)[O-])cc1 (stereo not given)	0.0	0.2	8.2	-17.4	4.3	-4.8	-0.5	-2.4	4.0
COC(=O)CSc1nc(C)c(Oc2ccccc2)c(=O)[nH]1	0.5	-0.1	-4.0	-13.1	5.1	-5.3	-10.2	-2.1	-14.0
O=C(Nc1ccc(Br)cc1Cl)N1CCOCC1	0.7	0.7	3.3	-1.5	9.2	-10.5	4.9	-10.1	2.4
O=C(O)CC(CC(=O)Nc1ccc(Oc2ccccc2)cc1)c1ccccc1 (stereo not given)	0.4	0.7	-11.6	-7.7	1.1	-5.2	-3.3	-4.0	-8.8
O=C(NCCNC(=O)Nc1ccc(Cl)cc1)Nc1ccc(Cl)cc1	1.6	-0.5	/	4.2	-2.4	0.5	/	0.2	-2.9
CCOC(=O)c1sc2nc(N3CCCC3)c3c(c2c1N)CC(C)(C)OC3	-0.8	-0.6	17.6	11.0	-2.4	21.8	-12.0	-5.7	20.9
CCCOC(=O)c1ccc(N2C(=O)c3ccccc3C2=O)cc1	-0.1	0.5	-15.4	5.2	-5.1	-1.5	0.9	-11.0	9.5
CCC1CCCCN1CCCNC(=O)c1ccc(CS(=O)(=O)c2ccccc2C)o1 (stereo not given)	0.5	0.5	-18.6	14.8	-11.2	-5.2	-8.3	-5.3	25.5
CC(C)(C)NC(=O)NC(=O)CSc1ncc(C(F)(F)F)cc1Cl	-2.7	0.4	-16.9	-2.8	2.0	-11.7	-6.3	-7.9	0.1
N#Cc1ccc(S(=O)(=O)N2CCN(C(=O)[C@@H]3CCCN3C(=O)c3cccs3)CC2)cc1	2.6	0.0	-18.8	3.6	1.3	-17.5	-7.8	-2.5	4.2
COc1ccc(-c2nnc(SCc3ccccc3)n2N)cc1	0.4	0.2	-0.2	9.6	-1.9	-7.2	-0.4	-4.0	-5.4
CSc1ccc(CN2CCC(Oc3ccc(C(=O)N4CCCC4)cc3)CC2)cc1	0.5	0.3	-15.0	86.7*	-22.9	-0.8	-5.7	-4.8	29.3*
CC1CN(C(=O)c2ccccc2OCc2ccccc2Cl)CC(C)O1 (stereo not given)	-0.1	-0.4	-22.7	25.7	-18.3	-9.3	0.9	-8.7	12.1
